Assay outcomes (PubChem BioAssay)
Rpn11 inh: inhibitors of human proteasome Rpn11; AID 588493; 360,000 tested, 0.59% active; calls only at 20 µM; O00487; human 26S proteasome, Ub4-pepOG fluorescence polarization; 20S core pre-blocked with epoxomicin;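 active means inhibition at 20 µM, scaled to each plate's controls, above about 33%, limit read from the data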
STEP block: blocks human striatal-enriched tyrosine phosphatase. inhibition, % at 20 µM. AID 588621. P54829. 360,000 tested, 0.25% active. recombinant STEP, OMFP fluorogenic substrate, fluorescence;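 active means inhibition at 20 µM, scaled per plate between control wells, above about 37%, limit read from the data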;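 further: 0% = DMSO with enzyme and substrate and 100% = substrate only without enzyme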
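Material: STEP (striatal-enriched tyrosine phosphatase) enzyme, cell-free | Medium: 50 mM Bis-Tris pH 6.0 with 2.5 mM DTT and 0.005% Tween 20 | Read-out: Percent inhibition scaled to no-enzyme and uninhibited-enzyme controls, plate-pattern corrected | Signal: Fluorescence read at 480 nm ex / 540 nm em | Times: 20 min reaction, room temperature, in the dark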
NadD block: inhibitors of Staphylococcus aureus NadD | 360,000 tested, 0.78% active | purified NadD enzyme, colorimetric absorbance read-out | inhibition, % at 20 µM; in the data active means inhibition above about 26%; further: some compounds past the cut are filed as inactive
Scp1 inh: blocks human Scp-1 phosphatase activity; 340,000 tested, 0.88% active; Q9GZU7; Recombinant Scp1, phosphopeptide, malachite green phosphate absorbance; inhibition, % at 20 µM;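 active means inhibition above about 50% at 20 µM, limit read from the data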;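 further: plate controls were DMSO wells with enzyme for no effect and wells lacking enzyme for full effect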
Target sequence (Q9GZU7 76-261 limits assumed): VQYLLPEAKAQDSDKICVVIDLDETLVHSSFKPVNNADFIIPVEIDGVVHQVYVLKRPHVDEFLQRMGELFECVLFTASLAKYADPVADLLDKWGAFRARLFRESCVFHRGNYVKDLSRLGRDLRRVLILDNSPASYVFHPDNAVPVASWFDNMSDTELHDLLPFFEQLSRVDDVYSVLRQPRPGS
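assay system = SCP-1 phosphatase catalytic domain, residues 76-261 | buffer or medium = 50 mM Tris acetate pH 5.5, 0.005% Tween-20, 10 mM MgCl2 | incubation = enzyme reaction 45 min at room temperature, colour 5 min, stabilisation 30 min | signal = Phosphate-binding colour reagent, absorbance read at 630 nm | measure = % inhibition at 20 µM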
PABP1 MLLE inh: blocks PAM2 peptide binding to the PABP1 MLLE domain; P11940; GST-MLLE / FITC-PAM2 fluorescence polarization; inhibition, % at 20 µM; 360,000 tested, 0.36% active; in the data active means inhibition above about 35%, passing the limit was not always enough;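 further: plate controls were DMSO wells with GST-MLLE for no effect and wells lacking GST-MLLE protein for full effect; some results filed as inactive read as strong as hits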
DNMT1 inh: DNMT1 (human) enzyme inhibition; P26358; DNMT1 molecular beacon, Hinp1I cleavage, fluorescence; inhibition (reported as % activation of signal), % at 10 µM; 360,000 tested, 0.83% active; in the data active means inhibition above about 50%
SUMO1 PPI mod: SUMO1-SIM interaction modulation; 360,000 tested, 0.33% active; inhibition, % at 20 µM; AID 602429; SUMO1 binding to a labelled peptide, TR-FRET, 1 h; in the data active means inhibition above about 37%
Target sequence (P63165 whole entry, looked up): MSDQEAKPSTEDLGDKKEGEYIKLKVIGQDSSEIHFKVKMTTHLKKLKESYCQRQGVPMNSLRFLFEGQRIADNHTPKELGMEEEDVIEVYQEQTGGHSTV
LMPTP block: blocks human LMPTP phosphatase. P24666. recombinant LMPTP-A, OMFP fluorogenic substrate, fluorescence intensity. inhibition, % at 20 µM. 360,000 tested, 0.22% active. AID 651560;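 active means compounds that cut the enzyme signal by at least half of the control window in the single-dose screen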;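 further: plate controls were DMSO wells with enzyme plus substrate for no effect and substrate without enzyme for full effect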
Target sequence (P24666 whole entry, looked up): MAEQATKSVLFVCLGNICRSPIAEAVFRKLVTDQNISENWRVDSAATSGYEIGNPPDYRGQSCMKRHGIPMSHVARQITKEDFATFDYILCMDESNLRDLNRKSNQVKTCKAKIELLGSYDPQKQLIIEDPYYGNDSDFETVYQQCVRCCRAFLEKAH
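Test system – LMPTP-A enzyme · Amount – LMPTP-A at 0.625 nM final in the reaction · Buffer or medium – Bis-Tris pH 6.0, DTT, detergent · Reagent – OMFP 400 µM · Doses – single 20 µM dose · Schedule – reaction 50 min, room temperature, dark · Detection – fluorescence intensity of OMFP turnover product · Evaluation – percent inhibition versus substrate-only and uninhibited controls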
CSN deneddyl inh: blocks human CSN-mediated cullin deneddylation. Purified CSN, SCF-Nedd8-OG deneddylation, fluorescence polarization. inhibition, % at 12.5 µM. 360,000 tested, 0.38% active;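 active means pattern-corrected inhibition above about 35%, with an unprinted fluorescence ratio check between 0.5 and 1.5, limit read from the data, passing the limit was not always enough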;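 further: 0% = enzyme with substrate and 100% = substrate without enzyme; some results filed as inactive read as strong as hits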
Target sequence (Q92905 whole entry, looked up, one chain of several): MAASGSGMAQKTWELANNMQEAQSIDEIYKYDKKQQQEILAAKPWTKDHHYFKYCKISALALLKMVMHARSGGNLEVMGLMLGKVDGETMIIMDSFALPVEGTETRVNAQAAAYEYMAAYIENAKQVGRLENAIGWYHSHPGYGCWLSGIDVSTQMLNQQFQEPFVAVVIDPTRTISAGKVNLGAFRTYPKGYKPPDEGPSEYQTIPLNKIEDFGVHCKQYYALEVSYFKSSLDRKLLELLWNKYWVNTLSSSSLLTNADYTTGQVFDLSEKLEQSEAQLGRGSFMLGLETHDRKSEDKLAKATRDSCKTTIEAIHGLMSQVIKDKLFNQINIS
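Assay system: purified human Csn5 enzyme expressed in HEK293T cells; Input: 0.24 nM Csn5 enzyme, final concentration; Reagent: 10 nM SCFSkp2-Nedd8OG; Compound dosing: 12.5 µM single point; Times: reaction 90 min, room temperature; Technique: fluorescence polarization readout.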
TbMetRS inhib: Trypanosoma brucei MetRS inhibition. purified T. brucei MetRS, ATP depletion, Kinase-Glo luminescence. 360,000 tested, 0.4% active. AID 624268. inhibition, % at 11.9 µM;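 active means inhibition above a per-plate cutoff of the control wells' mean inhibition plus 3 SD, cut at about 5.5% in these data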;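 further: 0% = DMSO wells median and 100% = median of wells with control inhibitor compound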
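System: purified T. brucei MetRS enzyme / Detection: Kinase-Glo luciferase luminescence reporting remaining unconsumed ATP / Medium: HEPES buffer with MgCl2, KCl, DTT, spermine, BSA, pyrophosphatase / Replication: singlicate, one well per compound / Evaluation: percent inhibition relative to median high and low control wells / Schedule: 2 h aminoacylation at 25 °C after 15 min preincubation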
* hit, by the source's call; i = inactive; x = not tested or not shown.

SMILES	Rpn11 inh	STEP block	NadD block	Scp1 inh	PABP1 MLLE inh	DNMT1 inh	SUMO1 PPI mod	LMPTP block	CSN deneddyl inh	TbMetRS inhib
COc1ccc(C=CC(O)CCN2CCC3CCC(C3)C2)cc1 (stereo not drawn)	i	-6	-2	-8	-8	5	5	-0.2	-4	-0.4
COCCSc1ccccc1C(=O)N1CCN(c2ccccc2)CC1	i	-2	4	-7	-2	0	0	-1.6	1	0.6
O=C(CSc1n[nH]c(-c2ccncc2)n1)Nc1ccc(Cl)c(C(=O)O)c1	i	1	0	4	2	1	10	-0.9	3	-0.4
Cc1nn(-c2ccc(F)cc2)c(Cl)c1/C=N/NC(=O)c1ccc(O)cc1	i	0	-2	-4	3	4	11	1.2	-3	-0.7
O=C(NC(Cc1c[nH]c2ccccc12)C(=O)N/N=C/c1ccc(Br)cc1)c1cccs1 (stereo not drawn)	i	-2	32*	-3	-7	-7	1	5.4	0	-0.4
CCN(CC)C(=O)C1=C(C)N(CCCOC)C(=O)C(CC(=O)NCc2ccco2)C1 (stereo not drawn)	i	-3	5	x	-1	-1	2	-0.9	-4	-0.8
CCOc1ccc(N2C(=O)C3C(c4ccc(O)cc4)NC(CCSC)(C(=O)OC)C3C2=O)cc1 (stereo not drawn)	i	2	0	3	-1	8	-1	0.8	4	-2.7
CCN(CC)S(=O)(=O)c1cccc(NC(=O)COC(=O)c2ccc(Br)o2)c1	i	-4	-6	-12	-12	-2	28	0.5	-1	-0.4
O=C(O)C1C2C=CC(C2)C1C(=O)NCCC1=CCCCC1 (stereo not drawn)	i	-1	1	0	1	4	3	-0.1	0	-0.3
Cc1nc2ccc(C(=O)N(C)Cc3ccco3)cn2c1N(C)CC1CCCCC1	i	3	-4	x	-1	-3	9	-0.7	2	0.0
O=C(C1CCCO1)N1N=C(c2ccc(Br)cc2)CC1c1ccco1 (stereo not drawn)	i	4	3	-4	2	-3	-5	-1.4	1	1.7
NS(=O)(=O)c1ccc(CCNC(=O)C2CCCCN2S(=O)(=O)c2ccccc2)cc1 (stereo not drawn)	i	-2	2	-9	0	5	-2	-0.2	2	-0.7
Cc1nc([N+](=O)[O-])c(Sc2nc3ccccc3n2C)n1Cc1ccccc1	i	8	5	-2	-42	-8	-9	0.9	-1	-0.1
O=[N+]([O-])c1ccc(N2CCN(c3ccc(F)cc3)CC2)cc1	i	0	-2	0	-1	3	-10	-2.0	1	-1.1
COc1ccc(S(=O)(=O)NCC2CCCN(Cc3ccc(C)o3)C2)cc1 (stereo not drawn)	i	-5	-3	-8	4	0	1	0.4	1	-0.2
Cc1cccc(C(=O)Nc2nnc(SCC(=O)NC3CC3)s2)c1	i	-2	-4	-12	-9	2	5	-0.3	0	-0.3
COc1ccccc1N1CC(C(=O)Nc2cccc(C(=O)O)c2)CC1=O (stereo not drawn)	i	2	-2	6	0	0	1	-1.6	1	-1.5
CCN(CC(=O)Nc1cccc(OC)c1)C(=O)c1ccco1	i	1	-5	-10	-9	2	4	-2.1	-2	0.1
Cc1ccc(NC(=O)Cn2sc3nc(C)cc(C)c3c2=O)c(Cl)c1	i	0	-10	2	3	-1	2	-1.5	2	-0.7
CCOc1cccc(CN(CC)CC2CCCN(CCc3cccc(OC)c3)C2)c1O (stereo not drawn)	i	-3	-8	-10	5	0	0	0.0	3	-0.2
CN(NS(=O)(=O)c1ccc(Cl)cc1)c1ncc(C(F)(F)F)cc1Cl	i	2	-2	-8	-4	1	2	-0.7	2	-0.1
CCOC(=O)c1ccc(S(=O)(=O)Nc2nc3cc(S(=O)(=O)NC4=NCCCCC4)ccc3s2)cc1	i	2	7	-11	24	-4	2	-0.7	11	-0.7
COc1cccc(NC(=O)C2(C)CCN2C(=O)C2CCCCC2)c1 (stereo not drawn)	i	1	-1	x	8	-14	9	-0.4	4	0.2
CCc1ccc2[nH]c3nc(SCc4nnc(-c5ccc(C)cc5)o4)nnc3c2c1	i	2	21	-5	0	25	-2	-0.2	1	-0.1
O=C(NCCc1ccc(Cl)cc1)C1CCC(CNc2c(N3CCCCC3)c(=O)c2=O)CC1 (stereo not drawn)	i	3	-2	-10	-1	2	3	-1.6	3	-0.3
More results follow.
SMILES	Rpn11 inh	STEP block	NadD block	Scp1 inh	PABP1 MLLE inh	DNMT1 inh	SUMO1 PPI mod	LMPTP block	CSN deneddyl inh	TbMetRS inhib
O=C1Nc2ccccc2N=C(c2ccc3c(c2)OCO3)C1N(CCc1ccccc1)C(=O)CSc1ncccn1 (stereo not drawn)	i	2	23	x	28	-13	-5	2.7	-5	1.1
N#CC1=C(N)Oc2cc(N)ccc2C1c1cccc(Br)c1 (stereo not drawn)	i	-2	-1	19	-25	-14	-4	2.4	4	34*
Cc1cc(C(=O)N2CCN(C/C=C/c3ccccc3)CC2)cs1	i	0	12	-8	8	0	0	0.7	-3	-0.5
O=C(NCCc1ccccc1)c1cc(S(=O)(=O)N2CCCCC2)c[nH]1	i	-8	-1	x	10	5	6	-0.7	-1	4.0
Cc1ccc(-c2nn3c(C)nnc3s2)cc1NC(=O)c1ccc(-c2cccc(Cl)c2)o1	x	7	27	11	-18	17	3	7.5	11	-0.6
Cc1ccc(S(=O)(=O)N2C[C@H]3C(=O)C[C@@H](c4ccccc4F)N(S(=O)(=O)c4ccc(C)cc4)[C@H]3C[C@H]2c2cccc3ccccc23)cc1	i	0	21	x	-4	0	0	-0.1	6	-0.4
CCS(=O)(=O)N1Cc2ccccc2CC1C(=O)Nc1nnc(C2CC2)s1 (stereo not drawn)	i	-3	-7	-9	-16	3	3	1.9	-6	-0.5
CCc1c(C)nc(N)n2c(SCC(=O)NC3CCCCC3)nnc12	i	-1	3	1	-2	-1	-2	0.2	0	-0.3
Nc1nc(-c2ccc3c(c2)CCC(=O)N3)cs1	i	2	-6	0	12	-7	9	0.0	2	-0.5
COc1cccc(C2C(C(C)=O)=C(C)Nc3ncnn32)c1 (stereo not drawn)	i	-2	-2	-9	18	1	38*	-1.3	0	-1.1
CCOC(=O)C(=NCCCN(C)C)NNc1cc(C(F)(F)F)ccc1Cl	i	1	-5	-1	2	1	-7	-3.3	-1	-0.2
COc1ccc(NC(=O)c2c(C)nn(Cc3ccccc3)c2C)cc1S(=O)(=O)N(C)C	i	-2	-2	-7	-3	2	-4	-8.0	0	-0.1
CCCc1ccc(C(=O)N2CCN(c3ccccc3OCC)CC2)cc1	i	4	3	-4	4	0	0	1.6	1	-0.6
O=C(Nc1cccc2[nH]ncc12)NS(=O)(=O)c1ccccc1	i	1	-3	-4	-7	-4	11	-3.4	1	-0.2
CCOC(=O)c1nc(C)sc1-c1ccnn1S(=O)(=O)c1ccc(Cl)cc1Cl	i	1	-10	-13	2	-6	7	0.8	-1	-0.1
CC(C)N(CCO)Cc1nc(C(c2ccccc2)c2ccccc2)no1	i	-1	-3	1	-8	2	8	-1.0	0	-1.3
CC(=O)C1(O)C(C)CC2C3CC=C4CC(O)CCC4(C)C3CCC21C (stereo not drawn)	i	1	-1	-10	-1	-1	6	-0.9	-3	0.3
CCc1nc2c(OCCn3cccc3)cccn2c1N(C)C(=O)c1ccc(OC)cc1	i	2	15	x	-8	1	-1	1.1	2	0.0
O=C(/C=C/c1ccccc1)NC(=S)NNC(=O)Cc1cccs1	i	1	18	-10	2	9	6	0.8	-4	0.3
Cc1ccc(CNC(=O)CCC(=O)c2cccs2)cc1	i	0	-7	-11	11	3	-2	0.3	-2	0.1
Cc1noc(C)c1C(=O)OCC(=O)NC(c1ccccc1)c1ccccc1	i	0	1	-4	-1	3	-2	-0.7	1	0.0
CCc1ccc(S(=O)(=O)Nc2ccc(O)c3ccccc23)cc1	i	-1	-7	-8	17	-18	-17	1.3	5	0.2
COc1ccc(Nc2nc(NCc3ccco3)nc(N/N=C/c3ccc(O)cc3)n2)cc1	i	0	17	-2	9	-33	1	1.5	-2	0.2
CC(=O)Nc1ccc(S(=O)(=O)NCCC(=O)NCCc2ccc(F)cc2)cc1	i	-1	1	43	3	2	1	-1.5	-1	-0.6
CCc1nn2c(N(C)CCO)cc(C)nc2c1-c1ccc(F)cc1	i	0	2	-10	-1	0	1	0.4	2	-0.2

In a second layout: three of the compounds above
compound,Rpn11 inh,STEP block,NadD block,Scp1 inh,PABP1 MLLE inh,DNMT1 inh,SUMO1 PPI mod,LMPTP block,CSN deneddyl inh,TbMetRS inhib
CCOC(=O)C(=NCCCN(C)C)NNc1cc(C(F)(F)F)ccc1Cl,i,1,-5,-1,2,1,-7,-3.3,-1,-0.2
CC(=O)C1(O)C(C)CC2C3CC=C4CC(O)CCC4(C)C3CCC21C (stereo not drawn),i,1,-1,-10,-1,-1,6,-0.9,-3,0.3
Cc1cc(C(=O)N2CCN(C/C=C/c3ccccc3)CC2)cs1,i,0,12,-8,8,0,0,0.7,-3,-0.5

Further records
SMILES	Rpn11 inh	STEP block	NadD block	Scp1 inh	PABP1 MLLE inh	DNMT1 inh	SUMO1 PPI mod	LMPTP block	CSN deneddyl inh	TbMetRS inhib
S=C(Nc1cccc2ccccc12)Nc1cccc2ccccc12	i	16	5	-15	12	16	-10	3.8	28	0.1
Cn1c(Oc2ccccc2)c(C=O)c2ccccc21	i	3	-3	-10	9	0	1	-1.0	-2	-0.2
Cc1ccc(-c2nnc(Nc3ccc4c(c3)OCO4)c3ccccc23)cc1S(=O)(=O)NC(C)C	i	-1	29	0	9	-14	25	3.6	6	-0.7
O=C(/C=C/c1cccc([N+](=O)[O-])c1)NCc1ccccc1	i	-2	-2	-2	-8	-1	-12	-0.6	-3	0.0
Cc1noc(C)c1CSCC(=O)N(C)CC(=O)Nc1ccc(F)cc1	i	-1	-1	-5	9	0	-2	-1.0	3	-0.5
CCN(CC)S(=O)(=O)c1ccc2c(c1)nc(CCC(=O)OCC(=O)Nc1cc(OC)cc(OC)c1)n2C	i	4	-1	-1	-15	-12	0	0.2	1	-0.4
CCCCOc1ccc(C(=O)Nc2ccc(N3CCN(C)CC3)cc2)cc1	i	-2	-10	-5	-7	-5	-1	-8.5	-5	-1.2
CN(C(=O)COc1ccccc1)c1nnc(-c2cccnc2)s1	i	0	-2	-9	-3	7	-1	0.0	-5	-0.3

No enrichment for hits. Share with any hit: about 3.6%.
